Screening data as filed in PubChem.
MBNL1 CUG block: blocks human MBNL1 binding to CUG repeat RNA | Q9NR56 | TR-FRET MBNL1-His/biotin-(CUG)12 binding, 665/545 ratio | Potency, µM (series often up to 57.5 µM), inactives show at the highest dose activity change, negative = inhibition, most hits filed as inhibitors | 280,000 tested, 0.036% active | AID 2675; active = well fitted inhibition curve with a large enough effect in the signal ratio, with a control signal flat, not every such curve was filed as active; inconclusive = small, poorly fitted or top-dose-only effect, or effect the other way, or a change in a side signal; inactive = no such curve, though single readings can be large or run the other way; the % refers to the signal ratio; also: potency is read from the fitted curve at half-maximal effect; % is scaled to controls: 0 for no effect and ±100 for the full control effect
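Compound titration spanned 92 nM–58 uM against the MBNL1-His/biotin-(CUG)12 complex. After 60 min at room temperature with 5 nM streptavidin-XL665 and 0.055 ng/ul terbium anti-His, ratiometric 665/545 nm emission (Ex 340 nm) normalized to controls.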
KCNH2 WT inh: blocks the wildtype human KCNH2 potassium channel; Q12809; AID 720551; activity change, % at 1.84 µM; 340,000 tested, 0.37% active; U2OS, BacMam KCNH2, thallium flux FluxOr; active compounds read low;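 active = maximum activity change below -70%; inconclusive = maximum activity change between -70% and -50%; inactive = maximum activity change above -50%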; also: % is scaled to controls: 0 for no effect and ±100 for the full control effect
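U2OS cells were transduced with wild-type KCNH2 virus (2.03 x 10^8 / mL) for 4 h at room temperature, then cultured overnight at 37 C. Thallium flux was read with FluxOr dye. Rate constants were normalized to DMSO controls.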
Mito fusion act: mitochondrial division inhibition or fusion activation; S. cerevisiae fusion-defective mutant growth rescue, CellTiterGlo 48 h; AID 485298; Potency, µM (top dose mostly 46.1 µM), for inactives: top-dose growth rescue (activation), usual class: activators; 320,000 tested, 0.23% active;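 also: potency is read from the fitted curve at half-maximal effect; % of control where 0% means no effect; nearly all actives have a fitted effect of over 45% in size; temperature-sensitive fusion mutants such as fzo1-1 at 37 °C on non-fermentable ethanol glycerol medium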
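Yeast fusion mutant, YPEG (non-fermentable carbon), compound, 48 h at 37C non-permissive; CellTiterGlo added, 10 min RT, luminescence read. Rescued growth = division inhibition.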
TSHR antagonist: blocks TSH signaling through the human TSH receptor. P16473. TSHR-expressing cells, TSH-stimulated cAMP HTRF, 2 h; active compounds read low. activity change, negative = inhibition, % at 11.5 µM. 330,000 tested, 0.2% active;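 active = activity change below a set negative limit, meaning inhibition stronger than a set level, cut at about -70% in these data; inconclusive = activity change between two set negative limits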; also: % is scaled to controls: 0 for no effect and ±100 for the full control effect
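Antagonism was scored as loss of TSH-driven cAMP in TSHR cells, stimulated with 4nM TSH (EC80) for 2 hours at 37 deg C and detected by homogeneous HTRF competition immunoassay.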
ASM inhibitor: blocks human secretory acid sphingomyelinase. P17405. AID 504937. Potency, µM (highest dose often 57.5 µM), for inactives: top-dose activity change, negative = inhibition, most hits filed as inhibitors. 340,000 tested, 0.006% active. placental ASM, HMU-PC fluorogenic substrate, 60 min; also: potency is read from the fitted curve at half-maximal effect
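Fluorescence read-out (Ex 386 nm, Em 447 nm) after stopping the reaction at pH 10. Enzyme: ASM from human placenta; substrate HMU-PC0, 9 uM final; 60 min, 37 °C. Compound preincubation 10 min, ambient temperature.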
Chronic BCR inh: inhibitors of chronic active B-cell receptor signaling; 340,000 tested, 0.05% active; Potency, µM (doses to about 46.1 µM), without a hit: at the top dose ratio change, negative = lower green/red ratio, most hits filed as inhibitors; ABC-DLBCL IkBa-CBG/CBR reporter, luminescence ratio, 4 h; active = well fitted inhibition curve with a large enough effect in the signal ratio, with a control signal flat, not every such curve was filed as active; inconclusive = small, poorly fitted or top-dose-only effect, or effect the other way, or a change in a side signal; the % refers to the signal ratio;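 also: potency is read from the fitted curve at half-maximal effect; plate controls were basal doxycycline-induced cells for no effect and cells given 10 µM MG132 for full effect; MG132 reads +100%, hits lower the ratio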
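Concentration-response series (up to 46 uM) were applied to TMD8 dual-reporter cells for 4 h at 37C with doxycycline. Green/red ratio, after filter-overlap correction, defined %Activity; red signal alone was normalised to basal cells and zero luminescence.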
GALK inhibitor: blocks human galactokinase activity | Potency, µM (highest dose often 57.5 µM), inactives show top-dose activity change, negative = inhibition, actives largely listed as inhibitors | P51570 | Purified GALK, Kinase-Glo residual ATP luminescence | 270,000 tested, 0.007% active; also: potency is read from the fitted curve at half-maximal effect; % is scaled to controls: 0 for no effect and ±100 for the full control effect
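Quantitative HTS: GALK 5 nM, ATP 35 uM, galactose 100 uM, 1 h room temperature, then luciferase-based ATP detection.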
Eya2 inh: Eya2 (human) phosphatase inhibition | O00167 | recombinant Eya2, OMFP fluorescence dephosphorylation (OMFP is methylfluorescein phosphate) | Potency, µM (titrated, usually from 76.9 µM), for inactives: at the highest dose activity, negative = inhibition, most hits filed as inhibitors | 330,000 tested, 0.006% active | AID 488837; also: potency is read from the fitted curve at half-maximal effect; % is scaled to controls: 0 for no effect and ±100 for the full control effect
Target sequence (O00167 whole entry, looked up): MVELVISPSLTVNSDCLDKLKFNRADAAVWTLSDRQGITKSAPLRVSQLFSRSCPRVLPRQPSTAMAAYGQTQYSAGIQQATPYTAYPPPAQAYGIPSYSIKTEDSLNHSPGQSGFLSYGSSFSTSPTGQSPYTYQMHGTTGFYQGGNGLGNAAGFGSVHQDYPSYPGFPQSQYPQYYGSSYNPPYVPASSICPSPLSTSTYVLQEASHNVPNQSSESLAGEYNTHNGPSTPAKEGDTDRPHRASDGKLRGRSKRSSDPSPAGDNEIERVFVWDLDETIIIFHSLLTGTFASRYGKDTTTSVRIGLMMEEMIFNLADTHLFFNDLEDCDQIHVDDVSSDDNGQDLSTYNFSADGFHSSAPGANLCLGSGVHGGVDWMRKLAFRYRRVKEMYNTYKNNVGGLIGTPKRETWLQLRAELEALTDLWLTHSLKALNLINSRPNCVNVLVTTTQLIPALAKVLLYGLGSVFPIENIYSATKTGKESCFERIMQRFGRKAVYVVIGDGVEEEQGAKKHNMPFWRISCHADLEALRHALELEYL
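Eya2 (0.2 uM) preincubated 10 min at ambient with compound, then OMFP substrate added at 50 uM; 10 min reaction in 50 mM HEPES pH 7.5, 50 mM NaCl, 5 uM MgCl2, 0.05% BSA, 1 mM DTT. Fluorescence read at Ex 485/Em 525 nm.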
Menin-MLL TR inh: displaces Texas Red mutant MLL peptide from human menin; 270,000 tested, 0.23% active; Menin + Texas Red MLL mutant peptide, fluorescence polarization; Potency, µM (series often up to 61.6 µM), without a hit: top-dose FP activity change, negative = inhibition, actives largely listed as inhibitors; active = well fitted inhibition curve with a large enough effect in the polarisation, with a control signal flat, not every such curve was filed as active; inconclusive = small, poorly fitted or top-dose-only effect, or effect the other way, or a change in a side signal; inactive = no such curve, though single readings can be large or run the other way; the % refers to the polarisation; also: potency is read from the fitted curve at half-maximal effect; % of control where 0% means no effect; many of its hits are not listed in these tables
USP2a block: blocks human ubiquitin-specific protease USP2a | Potency, µM (highest dose often 38.3 µM), for the others: at the highest dose activity change, negative = inhibition, actives largely listed as inhibitors | 330,000 tested, 0.01% active | USP2 core, Ub-CHOP2 coupled fluorogenic reporter, 485/531 | O75604 | AID 463254;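 also: potency is read from the fitted curve at half-maximal effect; plate controls were DMSO wells for no effect and full inhibition by NEM control for full effect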
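Deubiquitinase activity read as fluorescence (485/531 nm) after Ub-CHOP2 cleavage activates the enterokinase reporter on its substrate; USP2 core 10nM, Ub-CHOP2 and substrate 25nM each, 30min compound preincubation then 60min RT; data normalized to NEM, curves fitted.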
PKM2 act: PKM2 (human) enzyme activation | P14618 | purified PKM2, Kinase-Glo ATP luminescence, activation; response scale: 0% is enzyme alone, no compound | Potency, µM (top dose mostly 57.5 µM), for inactives: top-dose activation, most hits filed as activators | 260,000 tested, 0.34% active | AID 1631; also: potency is read from the fitted curve at half-maximal effect; % is scaled to controls: 0 for no effect and ±100 for the full control effect; nearly all actives have a fitted effect of over 55% in size
Target sequence (P14618 whole entry, looked up): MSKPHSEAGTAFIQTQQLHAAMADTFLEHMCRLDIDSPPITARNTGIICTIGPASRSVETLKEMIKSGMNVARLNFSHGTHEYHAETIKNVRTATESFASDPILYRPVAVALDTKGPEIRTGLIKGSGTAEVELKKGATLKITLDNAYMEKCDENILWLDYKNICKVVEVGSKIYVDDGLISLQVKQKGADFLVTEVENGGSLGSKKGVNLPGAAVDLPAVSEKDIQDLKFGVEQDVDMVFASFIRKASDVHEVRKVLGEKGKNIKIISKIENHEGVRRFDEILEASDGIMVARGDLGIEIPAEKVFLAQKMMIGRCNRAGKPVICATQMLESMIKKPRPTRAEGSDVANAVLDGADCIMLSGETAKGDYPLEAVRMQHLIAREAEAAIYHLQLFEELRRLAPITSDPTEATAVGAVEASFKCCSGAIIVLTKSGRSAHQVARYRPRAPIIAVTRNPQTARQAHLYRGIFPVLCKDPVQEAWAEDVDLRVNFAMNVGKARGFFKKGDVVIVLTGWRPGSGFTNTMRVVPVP
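Purified hPK-M2 (>95% pure) converted ADP (0.1 mM final) to ATP with 0.5 mM PEP in 50 mM imidazole pH7.2, KCl, MgCl2, Tween 20, BSA; 1 h at room temperature. ATP detected by Kinase-Glo luminescence.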
Active calls of the source: *; ? = inconclusive; . = no result given; [ ] = remark or other dose. Unless noted, calls follow the shape of the dose curve; as a rule, active = well fitted curve in the direction sought with a large enough effect; inconclusive = small, poorly fitted or top-dose-only effect, or another doubt; inactive = no such curve, though single readings can be large; an effect the other way counts as inactive or inconclusive. Some of the compounds tested; the hit share may differ from the screen's.

Sequence of screens – MBNL1 CUG block	KCNH2 WT inh	Mito fusion act	TSHR antagonist	ASM inhibitor	Chronic BCR inh	GALK inhibitor	Eya2 inh	Menin-MLL TR inh	USP2a block	PKM2 act
COc1cccc(CNCCO)c1OCc1ccccc1
    -12%	32	0%	32	-3%	3%	2%	12%	-8%	0%	-13%
O=C(NCc1ccccn1)C(=O)NCC1OCCN1S(=O)(=O)c1ccc(Cl)cc1 (stereo not drawn)
    3%	3	1%	35	1%	?	-2%	4%	.	2%	-5%
COc1ccc(-c2nn(-c3ccccc3)cc2C(=O)N2CCOCC2)cc1
    2%	-3	1%	13	0%	?	-1%	3%	-1%	0%	0%
COc1ccc(C(C)=O)cc1CSc1nc(C)cc(C)n1
    -6%	-15	-8%	-22	-5%	3%	0%	1%	-14%	-2%	4%
Cc1ccc(S(=O)(=O)C(C#N)c2nc3ccccc3nc2N2CCCC2)cc1 (stereo not drawn)
    ?	1	7%	18	214%[activator]	?	1%	16%	?	2%	?
COc1cc(/C=N/NC(=O)c2ccncc2)ccc1OC(=O)c1cc(OC)c(OC)c(OC)c1
    10%	-1	-2%	-3	-1%	5%	-4%	6%	7%	-2%	-3%
O=C(Nc1ccnn1C1CCN(C/C=C/c2ccc(F)cc2)CC1)C1CCCC1
    0%	-105*	-8%	-1	-1%	-3%	6%	-12%	-21%	-4%	-3%
O=C(Cc1c(F)cccc1Cl)Nc1ccccc1C(=O)N1CCCCC1
    .	9	2%	18	4%	-3%	.	10%	.	2%	.
CCOC(=O)C1=NNC2(c3ccc(C)cc3)C(=O)N(c3ccc(Cl)cc3)C(=O)C12 (stereo not drawn)
    -9%	40	-1%	-3	-4%	5%	2%	-10%	0%	2%	3%
CC(OC(=O)Cc1n[nH]c(=O)c2ccccc12)C(=O)Nc1ccc(S(N)(=O)=O)cc1 (stereo not drawn)
    .	-9	0%	-2	1%	-5%	.	26%	.	1%	.
C=CCn1c(COc2ccccc2F)nnc1SCC(=O)N1CC(=O)Nc2ccccc21
    -10%	0	-6%	0	1%	1%	-6%	3%	-2%	0%	0%
N#C/C(=C\c1ccc(C#N)cc1)C(=O)c1ccccc1
    -4%	-6	-29%	7	4%	?	-1%	14%	17%	-1%	22µM*
CCOC(=O)C1=C(CC)Nc2ccccc2N=C1NC(=O)c1cc(C)on1
    .	-5	3%	-5	1%	?	.	-9%	.	0%	.
Cc1nc(NC(=O)COC(=O)c2cccs2)c(Cl)cc1Cl
    .	-6	-7%	-11	5%	7%	.	3%	.	1%	.
CC(=O)N1NC(=Nc2ccccc2)SC1(C)C
    4%	-9	4%	3	-2%	8%	1%	-4%	16%	3%	-1%
NC1=NC[C@H](Cc2ccc(O)cc2)N1CCC12CC3CC(CC(C3)C1)C2
    0%	-33	-5%	16	-3%	-4%	0%	7%	.	-1%	3%
CCOC(=O)c1ccc(NC(=S)Nc2ccc(C)cc2)cc1
    4%	-2	-4%	-5	-2%	-15%	-1%	-1%	1%	2%	-2%
Cc1noc(NS(=O)(=O)c2ccc(NC(=O)C(C)C)cc2)c1C
    -17%	-2	-2%	26	2%	1%	-4%	10%	13%	1%	1%[11.5 µM]
CN(CC(=O)N1CCN(c2ccccc2)CC1)S(=O)(=O)c1cccs1
    1%	1	17%	13	0%	2%	1%	-16%	2%	0%	28%
COc1ccccc1C(=O)NC(=O)CSc1nnnn1C
    .	-2	.	.	-3%	4%	.	-2%	.	3%	.
CC(C)c1ccc(NC(=O)CSc2nc(=O)n(CCN3CCOCC3)c3c2CCC3)cc1
    .	-16	0%	.	-5%	-3%	.	-4%	.	1%	.
CN(C)c1ccc(NC(=O)c2sc(SCC(=O)Nc3nccs3)nc2N)cc1
    ?	-2	-1%	-11	-7%	?	0%	3%	?	-1%	-1%
C=CCN1C(=O)/C(=C\c2cccc(OC(=O)c3ccco3)c2)SC1=S
    2%	3	1%	-3	3%	-6%	-1%	-2%	?	4%	2%
O=C(N/N=C1\CCSC1)c1cc(Cl)ccc1O
    -1%	-2	-3%	-9	12%	?	0%	-2%	?	-3%	0%
COc1ccc(C(=O)Nc2cccc(S(=O)(=O)NC3=NCCCCC3)c2)cc1
    .	-4	0%	1	-1%	-3%	.	4%	.	-6%	.
COc1ccc(S(=O)(=O)N(C)CC(=O)NCCN2CCOCC2)cc1Cl
    -9%	-5	-4%	-3	5%	1%	-2%	-4%	7%	-1%	1%
CC(O)C(NS(=O)(=O)c1ccc(Cl)cc1)C(=O)OCc1cc([N+](=O)[O-])cc2c1OCOC2 (stereo not drawn)
    ?	-5	3%	5	-1%	-18%	-2%	-4%	6%	0%	0%
CS(=O)(=O)Nc1ccc(C2=NN(C(=O)c3cccc(F)c3)C(c3cccs3)C2)cc1 (stereo not drawn)
    4%	-6	2%	-9	-6%	-15%	-3%	-6%	?	4%	.
CC(NC(=O)Nc1ccc2c(c1)OCO2)C1CCCO1 (stereo not drawn)
    -2%	-11	-3%	8	5%	-1%	-4%	12%	-9%	0%	-19%
Cc1ccc(S(=O)(=O)N2CCC(=O)CC2)cc1
    2%	-2	1%	21	-2%	0%	-7%	10%	6%	1%	2%

Molecules listed so far that have a thiophene ring, fused or not:
Sequence of screens – MBNL1 CUG block	KCNH2 WT inh	Mito fusion act	TSHR antagonist	ASM inhibitor	Chronic BCR inh	GALK inhibitor	Eya2 inh	Menin-MLL TR inh	USP2a block	PKM2 act
Cc1nc(NC(=O)COC(=O)c2cccs2)c(Cl)cc1Cl
    .	-6	-7%	-11	5%	7%	.	3%	.	1%	.
CN(CC(=O)N1CCN(c2ccccc2)CC1)S(=O)(=O)c1cccs1
    1%	1	17%	13	0%	2%	1%	-16%	2%	0%	28%
CS(=O)(=O)Nc1ccc(C2=NN(C(=O)c3cccc(F)c3)C(c3cccs3)C2)cc1 (stereo not drawn)
    4%	-6	2%	-9	-6%	-15%	-3%	-6%	?	4%	.

(next part)
Sequence of screens – MBNL1 CUG block	KCNH2 WT inh	Mito fusion act	TSHR antagonist	ASM inhibitor	Chronic BCR inh	GALK inhibitor	Eya2 inh	Menin-MLL TR inh	USP2a block	PKM2 act
COc1cccc(-c2ncc3ccccc3c2CO)c1
    .	-32	-6%	0	-6%	?	.	2%	.	-2%	.
Cc1ncc(CSc2nc3ccccc3[nH]2)c(N)n1
    2%	7	11%	10	8%	?	1%	4%	-1%	0%	-5%
C(=N\Nc1cc(N2CCCCC2)ncn1)/c1ccco1
    18%	-2	-9%	0	-2%	5%	2%	1%	-19%	2%	2%
Cc1ccc(-c2nnc(CSc3nnc(COc4ccccc4)n3-c3ccccc3)o2)cc1
    -5%	1	?	1	-12%	?	6%	-12%	-13%	-9%	15%
CCCn1nc(NC(=O)c2cccs2)c2cc3cc(C)ccc3nc21
    13%	2	19%	-8	410%[activator]	?	.	-20%	.	-7%	0%
CCCCNC(=O)C1CCC(CNS(=O)(=O)c2c(C)cc(C)cc2C)CC1 (stereo not drawn)
    -8%	.	2%	-1	-4%	-4%	4%	0%	?	3%	.
CCN1CCN(CCCCOc2ccccc2F)CC1
    0%	5	-3%	0	2%	?	1%	1%	1%	3%	-4%
